IkB sig inh: IkB pathway inhibition in ABC-DLBCL cells; ABC-DLBCL IkBa-CBG/CBR dual luciferase ratio, 4 h; response scale: scaled: untreated 0%, proteasome inhibitor 100%; Potency, µM (series often up to 57.1 µM), without a hit: at the top dose IkBa stabilization activation; 0.04% of 110,000 active; active = well fitted curve in the direction sought with a large enough effect in the signal ratio, not every such curve was filed as active; inconclusive = small, poorly fitted or top-dose-only effect, or a change in a side signal; the % refers to the signal ratio;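 also: the direction sought is a rising ratio; 0% = basal untreated cells and 100% = reference inhibitor full response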
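Luminescence ratio of IκBα-fused green versus native red beetle luciferase in OCI-Ly3 cells, 4 h post-doxycycline with compound; red signal alone, scaled from basal (0%) to zero light (-100%), flagged nonspecific or cytotoxic effects.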
p53ts 39C tox: kills p53ts cells at the nonpermissive temperature | Potency, µM (doses to about 46.1 µM), for inactives: top-dose activity change, negative = cell killing, hits mostly cytotoxic | AID 902 | H1299-p53A138V viability at 39C, ATP luminescence, 24 h | 1.5% of 130,000 active; also: nearly all actives have a fitted effect of over 55% in size
Imprint erasure: induces erasure of genomic imprints in mouse ES cells; AID 1948; Potency, µM (top dose mostly 60.7 µM), for the others: at the top dose activity change, positive = activation, actives largely listed as activators; mouse ES Peg3-LacZ reporter, beta-gal luminescence, 40 h; 0.02% of 110,000 active;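 also: 0% = negative control wells on the plate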
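Imprint erasure is scored as LacZ activity from the silenced maternal Peg3 allele in feeder-free female ES cells cultured 40 h with LIF. Luminescence is normalized to in-plate negative controls and fitted to the Hill equation.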
p53ts 32C tox: p53ts cell cytotoxicity, permissive temperature | 0.93% of 130,000 active | H1299-p53A138V at 32C, ATP luminescence viability, 24 h | Potency, µM (doses to about 46.1 µM), without a hit: top-dose activity change, negative = cytotoxicity, most hits filed as cytotoxic;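 also: 0% = DMSO and -100% = full killing by reference compound; nearly all actives have a fitted effect of over 55% in size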
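H1299-p53 A138V cells (temperature-sensitive p53) exposed 24 h to up to 46 uM compound at 32C, where p53 is wild-type in conformation. Viability read as ATP luminescence and normalised to DMSO and 100 uM tamoxifen. AC50 fitted with the Hill equation.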
An asterisk follows results filed as active; ? = inconclusive; . = not tested or not shown; [ ] = dose if it differs, or a comment. Unless noted, calls follow the shape of the dose curve; as a rule, active = well fitted curve in the direction sought with a large enough effect; inconclusive = small, poorly fitted or top-dose-only effect, or another doubt; inactive = no such curve, though single readings can be large; an effect the other way counts as inactive or inconclusive. Unless noted, % is scaled to controls: 0 for no effect and ±100 for the full control effect; potency is read from the fitted curve at half-maximal effect.

1	Cc1ccc(S(=O)(=O)C(CNC(=O)c2c(F)cccc2F)c2ccco2)cc1 (centres undefined)
2	NC(=O)CN1C(=O)C2CCCCN2C(=O)c2ccccc21 (centres undefined)
3	CC(C)CCNC(=O)CCCN1C(=O)c2ccccc2Sc2ncccc21
4	CCOc1ccc(CCNS(=O)(=O)c2c(C)nc3scc(C)n3c2=O)cc1OCC
5	CCOC(=O)C1CCCN(c2c(NCCCN(CC)c3cccc(C)c3)c(=O)c2=O)C1 (centres undefined)
6	COc1ccc(-c2nc(CS(=O)CC(=O)NCc3ccccn3)c(C)o2)cc1 (centres undefined)
7	CCOC(=O)CSc1nc2ccccc2c(=O)n1-c1ccc(C(=O)NCCOC)cc1
8	O=C(OCC(O)CN1CCCCC1)C12CC3CC(CC(C3)C1)C2 (centres undefined)
entry no. | 1 | 2 | 3 | 4 | 5 | 6 | 7 | 8
IkB sig inh | -0.3% | 0.7% | -1.4% | -7.2% | 0.4% | -0.5% | -0.7% | -1.5%
p53ts 39C tox | 1% | 2% | -3% | 17% | -2% | 6% | -8% | -19%
Imprint erasure | -8%[10.9 µM] | . | -16%[10.9 µM] | -6%[10.9 µM] | -15% | -15% | -4%[10.9 µM] | 4%
p53ts 32C tox | -2% | -5% | 7% | 2% | -1% | -5% | 13% | -15%

Seven neighbouring records already listed, for reference:
1	Cc1ccc(S(=O)(=O)C(CNC(=O)c2c(F)cccc2F)c2ccco2)cc1 (centres undefined)
2	NC(=O)CN1C(=O)C2CCCCN2C(=O)c2ccccc21 (centres undefined)
3	CC(C)CCNC(=O)CCCN1C(=O)c2ccccc2Sc2ncccc21
4	CCOc1ccc(CCNS(=O)(=O)c2c(C)nc3scc(C)n3c2=O)cc1OCC
5	CCOC(=O)C1CCCN(c2c(NCCCN(CC)c3cccc(C)c3)c(=O)c2=O)C1 (centres undefined)
6	COc1ccc(-c2nc(CS(=O)CC(=O)NCc3ccccn3)c(C)o2)cc1 (centres undefined)
7	CCOC(=O)CSc1nc2ccccc2c(=O)n1-c1ccc(C(=O)NCCOC)cc1
entry no. | 1 | 2 | 3 | 4 | 5 | 6 | 7
IkB sig inh | -0.3% | 0.7% | -1.4% | -7.2% | 0.4% | -0.5% | -0.7%
p53ts 39C tox | 1% | 2% | -3% | 17% | -2% | 6% | -8%
Imprint erasure | -8%[10.9 µM] | . | -16%[10.9 µM] | -6%[10.9 µM] | -15% | -15% | -4%[10.9 µM]
p53ts 32C tox | -2% | -5% | 7% | 2% | -1% | -5% | 13%

Next results follow:
9	O=C(Nc1ccccc1)c1ccc2nc(-c3ccco3)c(-c3ccco3)nc2c1
10	CCOC(=O)Cc1c(C)nc2c(-c3ccc(OC)c(OC)c3)c(C)nn2c1C
11	O=C(c1ccc(COc2ccc(F)cc2)o1)n1cc(Br)cn1
12	COC(=O)NCCOC(=O)N(O)c1ccc(Br)cc1
13	O=C(COc1ccc2c(c1)OCO2)NC12CC3CC(CC(C3)C1)C2
14	COc1ccccc1N1CCN(c2cc(=O)n(-c3ccc(Cl)cc3)c(=O)[nH]2)CC1
15	Cc1nc2ccc(NC(=O)N3CCCCC3)cc2s1
16	COc1ccc(C(C#N)(CCC#N)CCC#N)cc1OC
entry no. | 9 | 10 | 11 | 12 | 13 | 14 | 15 | 16
IkB sig inh | ? | -4.9% | . | 1.6% | 1.3% | 5.6% | 0.9% | -2.1%
p53ts 39C tox | -3% | 13% | 1% | -10% | -18% | -4% | -8% | 2%
Imprint erasure | -24% | -11%[10.9 µM] | . | -15% | -14% | 1% | -8% | -2%
p53ts 32C tox | -4% | -10% | 4% | 0% | 0% | 7% | 0% | -1%

17	CCc1ccc2oc(C(=O)Nc3ccccc3C(=O)OC)cc(=O)c2c1
18	Cc1cc(C)cc(OCC(=O)NCC(c2ccc(Cl)cc2)N2CCCCC2)c1 (centres undefined)
19	Cc1ccccc1OCCSc1nnc(-c2cccs2)o1
20	COc1cccc(-n2ccnc2SCC(=O)Nc2ccc(Cl)c(Cl)c2)c1
21	COc1cccc(NC(=O)Cn2c(=O)n(-c3ccccc3)c(=O)c3c2c2cc(OC)ccc2n3C)c1
22	COc1ccc(C)cc1NC(=O)CSc1nc(SC)ns1
23	COCc1cc(=O)[nH]c(SCC(=O)Nc2ccccc2)n1
24	Cc1ccc(NC(=O)c2ccc3ccccc3n2)nc1
entry no. | 17 | 18 | 19 | 20 | 21 | 22 | 23 | 24
IkB sig inh | -0.5% | ? | -1.1% | 1.7% | ? | 0.4% | 0.7% | ?
p53ts 39C tox | 2% | -29% | -10% | -22% | -2% | -4% | -6% | ?
Imprint erasure | -7%[10.9 µM] | ? | -5%[10.9 µM] | ? | -7%[10.9 µM] | -8% | -6% | -21%
p53ts 32C tox | 4% | ? | -7% | 3% | 10% | -7% | -4% | 13µM*

Among those listed so far, these contain four or more nitrogen atoms:
14	COc1ccccc1N1CCN(c2cc(=O)n(-c3ccc(Cl)cc3)c(=O)[nH]2)CC1
21	COc1cccc(NC(=O)Cn2c(=O)n(-c3ccccc3)c(=O)c3c2c2cc(OC)ccc2n3C)c1
entry no. | 14 | 21
IkB sig inh | 5.6% | ?
p53ts 39C tox | -4% | -2%
Imprint erasure | 1% | -7%[10.9 µM]
p53ts 32C tox | 7% | 10%

Additional results follow.
25	Cn1c(=O)c2c(nc(NCc3ccccc3)n2Cc2ccc(F)cc2)n(C)c1=O
26	O=C(CCc1nc2ccccc2c(=O)[nH]1)N1CCN(C/C=C/c2ccccc2)CC1
27	O=C(NCC1CCCO1)c1csc2c1CCCC2 (centres undefined)
28	CNc1ccc(OC(F)F)cc1C(=O)c1ccccc1
29	Cc1c(Cl)c([N+](=O)[O-])nn1CCCC(=O)Nc1cc(Oc2ccccc2)cc([N+](=O)[O-])c1
30	CSc1ccc(-c2nc3ncccn3c2Nc2ccc(C)c(C)c2)cc1
31	COc1ccc2c(c1)NC(c1ccc(Cl)cc1)=NC(c1cccs1)=N2
32	CC1CCc2c(sc(NC(=O)c3cc(-c4ccc(F)cc4)on3)c2C(N)=O)C1 (centres undefined)
entry no. | 25 | 26 | 27 | 28 | 29 | 30 | 31 | 32
IkB sig inh | 3.9% | 0.0% | 1.1% | -5.2% | . | ? | -0.2% | 0.9%
p53ts 39C tox | 5% | -9% | 0% | -8% | 12% | -14% | -18% | -2%
Imprint erasure | -23% | -22% | -9% | -4% | . | 5%[10.9 µM] | -14%[10.9 µM] | 9%[10.9 µM]
p53ts 32C tox | -5% | -7% | 3% | -6% | 20% | 2% | -21% | -4%

33	COc1cccc(-n2c(SCC(N)=O)nc3c(oc4ccccc43)c2=O)c1
34	Cc1nc(Nc2ccncc2)c2oc3ccccc3c2n1
35	O=C(O)[C@@H]1CCCC[C@@H]1C(=O)N1CCc2ccccc2C1CN1C(=O)c2ccccc2C1=O (some centres undefined)
36	COc1ccc(-c2nc3cnc(OC)nc3n(C[C@H]3CCCO3)c2=O)cc1
37	Nc1nnc(CCN2C(=O)CSC2=O)s1
38	COc1ccc(C(=O)c2oc3ccccc3c2N)cc1
entry no. | 33 | 34 | 35 | 36 | 37 | 38
IkB sig inh | 0.4% | ? | 1.2% | 0.1%[11.4 µM] | 2.4% | -2.4%
p53ts 39C tox | -15% | 12% | 15% | -3% | -2% | -14%
Imprint erasure | -6%[10.9 µM] | -23% | -10% | 3% | 5% | -8%
p53ts 32C tox | 16% | 17% | 1% | -1% | -3% | -10%

Screening results (PubChem)

This is a random part of the collection; about 1.8% have a hit in one of these screens.
